# Screening results (PubChem)
# T cruzi growth: inhibitors of T. cruzi proliferation. T. cruzi beta-gal in NIH3T3, GalScreen luminescence, 90 h. inhibition, % at 8.34 µM. hit rate 5.9% among 77,000;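 active = mean inhibition above about 93%, with at least 55% of replicates each passing it, limit read from the data, passing the limit was not always enough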
# C diff HTS: blocks growth of Clostridium difficile; hit rate 0.25% among 86,000; growth activity, negative = inhibition, % at 16 µg/mL (by protocol); Clostridium difficile clinical isolate growth, OD600, 24 h; hits give low values;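 active = mean growth activity at or below -80% and every replicate also at or below -80%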;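 note: 0% = DMSO wells and -100% = levofloxacin 16 µg/mL wells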
# Pf Dd2 inh: inhibitors of Plasmodium falciparum Dd2 growth | AID 1159554 | activity change, % at 10 µM | hit rate 2.3% among 94,000 | P. falciparum Dd2 growth, SYBR Green, 72 h; hits give low values; in the data active = activity change below about -80%
# KDM4C inh: KDM4C (human) demethylase inhibition | inhibition, % at 12.5 µM | hit rate 0.15% among 96,000 | GST-KDM4C 2-372, H3K9me3 peptide, LANCE TR-FRET | AID 720574;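 active = mean replicate inhibition above about 25%, with at least 55% of replicates also reaching it, limit read from the data, passing the limit was not always enough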
# Target sequence (Q9H3R0 2-372 limits assumed): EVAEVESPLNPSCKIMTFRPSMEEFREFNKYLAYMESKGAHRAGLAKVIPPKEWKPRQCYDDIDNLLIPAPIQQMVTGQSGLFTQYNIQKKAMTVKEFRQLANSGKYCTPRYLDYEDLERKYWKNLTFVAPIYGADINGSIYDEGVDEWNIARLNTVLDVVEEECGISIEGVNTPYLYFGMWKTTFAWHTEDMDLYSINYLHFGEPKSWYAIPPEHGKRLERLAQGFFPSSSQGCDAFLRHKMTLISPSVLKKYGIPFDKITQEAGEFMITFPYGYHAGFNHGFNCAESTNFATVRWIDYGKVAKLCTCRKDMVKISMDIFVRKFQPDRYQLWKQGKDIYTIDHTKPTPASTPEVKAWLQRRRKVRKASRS
#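 Test system: N-terminal GST-fused human GASC-1 (KDM4C) fragment, residues 2-372; quantity: GASC-1 enzyme at 10 nM final in reaction; dosing: single dose; schedule: 30 min demethylation and 1 h detection at room temperature; signal: LANCE TR-FRET, excitation 340 nm, emissions 618 and 671 nm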
# Starred values were filed as active, the others as inactive; x = no result given; & = joins results of further samples; ! = not active in a repeat.
SMILES | T cruzi growth | C diff HTS | Pf Dd2 inh | KDM4C inh
O=C(NCc1ccc(F)cc1)[C@@H]1[C@@H](CO)[C@@H]2Cn3c(cccc3=O)[C@H]1N2Cc1ccncc1 | -7 | 0 | 1 | -2.1
C[C@@H]1CCCCO[C@@H](CN(C)C(=O)Cc2ccccc2)[C@H](C)CN([C@H](C)CO)C(=O)c2cc(NC(=O)c3ccncc3)ccc2O1 | 8 | 1 | -17 | -0.7
O=C(O)[C@H]1[C@H](CO)[C@H]2Cn3c(ccc(-c4cncnc4)c3=O)[C@H]2N1C(=O)C1CCC1 | 12 | 0 | 5 | -2.8
C[C@@H]1CN([C@H](C)CO)C(=O)c2cc(C#CCN(C)C)cnc2O[C@@H]1CN(C)C | x | -2 | 41 | 1.7
C[C@H](CO)N1C[C@H](C)[C@H](CN(C)S(=O)(=O)c2ccc(Cl)cc2)Oc2ccc(NC(=O)CCC(F)(F)F)cc2CC1=O | 91 | 2 | -9 | -0.2
COc1cccc(CNC(=O)C[C@H]2CC[C@H](NC(C)=O)[C@@H](CO)O2)c1 | 41 | x | -3 | -0.5
O=C(C[C@H]1CC[C@@H]2[C@H](COC[C@@H](O)CN2Cc2ccc(Oc3ccccc3)cc2)O1)N1CCc2ccccc2C1 | 40 | 68&17 | -26 | x
COc1ccc(NC(=O)Nc2cccc3c2O[C@@H](CN(C)S(=O)(=O)c2ccc(F)cc2)[C@@H](C)CN([C@@H](C)CO)C3=O)cc1 | 24 | 1 | 3 | -0.3
O=C(C[C@H]1CC[C@H]2[C@@H](COC[C@H](O)CN2C(=O)Nc2ccc(Cl)c(Cl)c2)O1)NCc1ccncc1 | 153* | -97*! | -7 | -1.0
C[C@@H]1CCCCO[C@H](CN(C)C(=O)C2CCCCC2)[C@H](C)CN([C@H](C)CO)C(=O)c2cc(NS(=O)(=O)c3ccccc3)ccc2O1 | 34 | -10 | -37 | 0.2
C[C@@H]1CCCCO[C@H](CN(C)Cc2ccc(Cl)c(Cl)c2)[C@@H](C)CN([C@@H](C)CO)C(=O)c2cc(NC(=O)Nc3cccc4ccccc34)ccc2O1 | 125* | -12 | -90* | -0.2
C[C@@H]1CCCCO[C@@H](CN(C)C(=O)Nc2ccc(F)cc2)[C@@H](C)CN([C@@H](C)CO)C(=O)c2cc(NC(=O)C3CCCCC3)ccc2O1 | 72 | 8 | -86* | 0.9
COc1ccc2c3c(n(C)c2c1)[C@@H](CO)N(CC1CC1)CC31CCN(C(=O)c2cccc(F)c2)CC1 | x | 13 | -10 | -1.5
O=C(Cc1ccncc1)NCC[C@H]1CC[C@@H](NC(=O)Nc2cccc(F)c2)[C@H](CO)O1 | -62 | 0 | -60 | 0.3
C[C@H](CO)N1C[C@H](C)[C@H](CN(C)C(=O)Nc2ccccc2)Oc2c(NS(=O)(=O)c3ccccc3)cccc2C1=O | 55 | 6 | -13 | -1.3
Cc1noc(C)c1NC(=O)Nc1ccc2c(c1)C(=O)N(C)[C@@H]1CC[C@H](CC(=O)N[C@@H]3CCN(Cc4ccccc4)C3)O[C@H]1CO2 | 36 | -14 | -10 | 1.9
O=C(C[C@@H]1CC[C@@H]2NC[C@H](O)COC[C@H]2O1)Nc1nccs1 | -1 | 6&-6 | x | x
C[C@@H]1CN([C@H](C)CO)C(=O)Cc2cc(NC(=O)c3ccncc3)ccc2O[C@H]1CN(C)C(=O)Nc1ccc(C(F)(F)F)cc1 | 27 | 1 | -17 | -7.2
C[C@H]1CN([C@@H](C)CO)C(=O)c2cccc(NC(=O)c3ccc(-c4nccs4)cc3)c2O[C@H]1CN(C)Cc1ccc(Oc2ccccc2)cc1 | 1 | x | -35 | -1.3
O=S(=O)(c1ccc(F)cc1)N1CCCCN2[C@@H](CO)[C@@H](c3ccc(C#CC4CCCC4)cc3)[C@@H]2C1 | 60 | -8 | -68 | x
COc1ccc(NC(=O)Nc2ccc3c(c2)C(=O)N([C@@H](C)CO)C[C@@H](C)[C@@H](CN(C)C(=O)Cc2ccccc2)OCCCC[C@H](C)O3)cc1 | 21 | 5 | -38 | -2.0
COc1ccc(NC(=O)N[C@@H]2CC[C@@H](CCNC(=O)c3ccccc3F)O[C@@H]2CO)cc1 | 1 | 0 | 1 | -1.1
CO[C@H]1CN(C)C(=O)c2cc(NC(=O)NC(C)C)ccc2OC[C@@H](C)N(Cc2ccc(-c3ccccn3)cc2)C[C@H]1C | -11 | x | -26 | 0.7
O=C(c1cnccn1)N1CC(=O)N2[C@H](C1)[C@H](c1ccc(C#CC3CCCC3)cc1)[C@@H]2CO | x | -3 | -2 | 2.3
O=C(O)C[C@H]1C[C@@H]2c3cc(NC(=O)Nc4ccc(F)cc4)ccc3O[C@@H]2[C@H](CO)O1 | -37 | 1 | 5 | 2.5
O=C(NC[C@H]1CC[C@H]2[C@H](CN2C(=O)CN2CCOCC2)O1)NC1CCCCC1 | x | -3 | 38 | x
C[C@@H]1CN([C@@H](C)CO)C(=O)CCCn2nncc2CO[C@H]1CN(C)C(=O)Nc1ccc2c(c1)OCO2 | 13&35 | x | -1&3 | 1.6
N#C[C@H]1[C@@H](c2ccc(C#CC3CCCCC3)cc2)[C@@H](CO)N1C(=O)Cc1ccccn1 | 82 | -13 | -73 | x
C[C@@H]1CCCCO[C@@H](CN(C)Cc2ccc(Cl)c(Cl)c2)[C@H](C)CN([C@@H](C)CO)C(=O)c2cc(NC(=O)Nc3cccc4ccccc34)ccc2O1 | 126* | -2 | -48 | -1.0
C[C@@H]1CN([C@@H](C)CO)C(=O)Cc2cc(NC(=O)Nc3ccc(F)cc3)ccc2O[C@@H]1CN(C)C(=O)NC1CCCCC1 | -11 | -2 | -14 | -0.6
CCNC(=O)[C@H]1[C@H](CO)[C@H]2Cn3c(ccc(-c4ccccc4)c3=O)[C@H]2N1CC1CC1 | 81 | -5 | -2 | 7.5
COc1ccc(S(=O)(=O)N[C@@H]2C=C[C@H](CC(=O)N3CCC(Cc4ccccc4)CC3)O[C@H]2CO)cc1 | 57 | -9 | -55 | -0.7
COc1ccccc1S(=O)(=O)N(C)C[C@@H]1OCc2cnnn2CCCC(=O)N([C@H](C)CO)C[C@@H]1C | -17&-184 | 3&0 | -3&-9 | -0.7
C[C@@H]1CN([C@@H](C)CO)C(=O)Cc2cc(NC(=O)CCN3CCOCC3)ccc2O[C@@H]1CN(C)Cc1ccc(C(F)(F)F)cc1 | 12 | -17 | -33 | 1.0
Cc1ccc(-c2ccc([C@H]3[C@@H](CO)N4CCCCN(S(=O)(=O)c5ccccc5C)C[C@H]34)cc2)cc1 | -12 | 40 | -74 | 0.5
O=C(N[C@@H]1CC[C@H](CC(=O)N2CCCCC2)O[C@H]1CO)c1cccc(F)c1 | 29 | -5 | 5 | 2.2
C[C@@H]1CCCCO[C@@H](CN(C)Cc2ccc(Cl)c(Cl)c2)[C@H](C)CN([C@H](C)CO)C(=O)c2cc(NC(=O)Nc3ccc4c(c3)OCO4)ccc2O1 | 98 | 12 | -88* | -2.9
CO[C@H]1CN(C)C(=O)c2ccc(NC(=O)c3cccc(Oc4ccccc4)c3)cc2OC[C@@H](C)NC[C@@H]1C | -33 | -6 | -6 | -1.2
COc1cccc(-c2ccccc2[C@H]2[C@@H](CO)N(C(=O)Cc3ccccc3)[C@H]2C#N)c1 | x | 3 | 5 | -0.2
C[C@@H]1CCCCO[C@@H](CN(C)C(=O)Nc2ccc3c(c2)OCO3)[C@H](C)CN([C@@H](C)CO)C(=O)c2cc(NC(=O)Nc3ccc4c(c3)OCO4)ccc2O1 | 42 | x | 27 | -1.0
Cc1noc(C)c1NC(=O)Nc1ccc2c(c1)C(=O)N([C@H](C)CO)C[C@@H](C)[C@H](CN(C)S(=O)(=O)c1cn(C)cn1)OCCCC[C@@H](C)O2 | -40 | -11 | 36 | 1.4
Cc1noc(C)c1S(=O)(=O)Nc1ccc2c(c1)CC(=O)N([C@H](C)CO)C[C@@H](C)[C@@H](CN(C)Cc1ccc(C(F)(F)F)cc1)O2 | 73 | 14 | 4 | -1.9
Cc1noc(C)c1NC(=O)NCC[C@H]1CC[C@H](NC(=O)Nc2cccc(F)c2)[C@H](CO)O1 | 4 | 4 | -1 | -0.2
CO[C@H]1CN(C)C(=O)c2cc(NC(=O)c3ccc4c(c3)OCO4)ccc2OC[C@H](C)N(CC2CC2)C[C@@H]1C | 93 | x | -32 | 0.7
C[C@@H]1CN([C@H](C)CO)C(=O)c2cccc(NC(=O)CCCCCC(=O)Nc3ccccc3N)c2O[C@@H]1CN(C)Cc1ccccc1 | x | -5 | -78 | 3.3
CN1C(=O)c2cc(NC(=O)c3ccccc3Cl)ccc2OC[C@@H]2O[C@H](CC(=O)O)CC[C@@H]21 | 19 | 1 | -1 | 5.3
CCC(=O)Nc1ccc2c(c1)C(=O)N(C)C[C@H](OC)[C@H](C)CN(C(=O)c1ccccn1)[C@H](C)CO2 | -3 | x | 28 | 0.1
C[C@@H]1CN([C@@H](C)CO)C(=O)Cc2cc(NC(=O)C3CCCCC3)ccc2O[C@H]1CN(C)Cc1ccccc1 | 69 | -5 | -59 | -0.6

# Arranged by the number under KDM4C inh (lowest first): three from the list above.
SMILES	C diff HTS	Pf Dd2 inh	KDM4C inh
C[C@@H]1CN([C@@H](C)CO)C(=O)Cc2cc(NC(=O)Nc3ccc(F)cc3)ccc2O[C@@H]1CN(C)C(=O)NC1CCCCC1	-2	-14	-0.6
COc1cccc(-c2ccccc2[C@H]2[C@@H](CO)N(C(=O)Cc3ccccc3)[C@H]2C#N)c1	3	5	-0.2
Cc1noc(C)c1NC(=O)Nc1ccc2c(c1)C(=O)N([C@H](C)CO)C[C@@H](C)[C@H](CN(C)S(=O)(=O)c1cn(C)cn1)OCCCC[C@@H](C)O2	-11	36	1.4

# Additional structures
SMILES | T cruzi growth | C diff HTS | Pf Dd2 inh | KDM4C inh
Cc1noc(C)c1NC(=O)N(C)C[C@@H]1Oc2c(NS(C)(=O)=O)cccc2C(=O)N([C@@H](C)CO)C[C@H]1C | 52 | 1 | -13 | -1.7
N#C[C@H]1[C@@H](c2ccc(C3=CCCC3)cc2)[C@@H](CO)N1C(=O)C1CCOCC1 | 25 | -8 | 1 | -0.8
CN1CCN(C(=O)C[C@@H]2C[C@H]3c4cc(NC(=O)C5CCC5)ccc4O[C@H]3[C@H](CO)O2)CC1 | -13 | 1 | 35 | -0.8
Cc1ccc(S(=O)(=O)Nc2ccc3c(c2)CC(=O)N([C@H](C)CO)C[C@H](C)[C@H](CN(C)S(=O)(=O)c2cn(C)cn2)O3)cc1 | 11 | 0 | 11 | 2.0
N#C[C@@H]1[C@@H](c2ccc(-c3cncnc3)cc2)[C@H](CO)N1C(=O)C1CCOCC1 | 100* | -14 | 26 | 2.1
C[C@@H]1CCCCO[C@@H](CN(C)S(=O)(=O)c2cccs2)[C@H](C)CN([C@@H](C)CO)C(=O)c2cc(NC(=O)Nc3ccccc3)ccc2O1 | 75 | 9 | x | 0.1
C[C@@H]1CN([C@H](C)CO)C(=O)c2cc(N(C)C)ccc2O[C@H]1CN(C)Cc1ccc(-c2ccccc2)cc1 | x | -16 | -41 | 1.9
CCC(=O)N(C)C[C@@H]1Oc2cc(C#C[C@H](C)O)ccc2S(=O)(=O)N([C@H](C)CO)C[C@@H]1C | 24 | 2 | 25 | 0.8
C/C=C/c1ccc([C@@H]2[C@@H](CO)N(C(C)=O)C23CN(C(=O)NC2CCCCC2)C3)cc1 | x | -8 | 19 | -0.9
COc1cccc(S(=O)(=O)Nc2ccc3c(c2)OC[C@H](C)N(C(=O)Cc2cccnc2)C[C@@H](C)[C@@H](OC)CN(C)C3=O)c1 | 5 | 1 | -19 | -0.6
C[C@@H]1CN([C@H](C)CO)C(=O)c2cccc(NC(=O)Nc3ccc(C(F)(F)F)cc3)c2O[C@H]1CN(C)S(=O)(=O)c1ccc(Cl)cc1 | 80 | x | -25 | 7.9
C[C@H](CO)N1C[C@H](C)[C@@H](CN(C)S(=O)(=O)c2ccc(-n3cccn3)cc2)OCc2cnnn2CCCC1=O | -12 | x | 10 | x
Cc1noc(C)c1S(=O)(=O)Nc1ccc2c(c1)CC(=O)N([C@H](C)CO)C[C@H](C)[C@H](CN(C)C(=O)Nc1ccc(C(F)(F)F)cc1)O2 | 67 | -15 | 11 | -2.7
CC(=O)N(C)C[C@H]1Oc2ncc(C#Cc3ccccn3)cc2C(=O)N([C@@H](C)CO)C[C@@H]1C | 46 | 1 | 19 | 6.6
Cc1ccc(S(=O)(=O)Nc2ccc3c(c2)C(=O)N([C@@H](C)CO)C[C@@H](C)[C@@H](CN(C)Cc2ccccc2)O3)cc1 | 36 | 3 | -1 | -3.2
C[C@@H](NC(=O)C[C@H]1CC[C@H]2[C@H](COc3ccc(NC(=O)C4CCOCC4)cc3C(=O)N2C)O1)c1ccccc1 | 9 | -5 | -7 | -2.4
COCC(=O)N(C)C[C@H]1Oc2cc(-c3cccnc3)ccc2S(=O)(=O)N([C@@H](C)CO)C[C@@H]1C | 3 | -5 | 2 | 4.3
CCC(=O)N1[C@H](CO)[C@@H]2c3ccccc3N(S(=O)(=O)c3ccccc3F)C[C@@H]21 | 18 | -1 | -11 | 0.2

# Random excerpt: two compounds from above, in no set order.
SMILES | T cruzi growth | C diff HTS | Pf Dd2 inh | KDM4C inh
C[C@@H]1CN([C@@H](C)CO)C(=O)Cc2cc(NC(=O)C3CCCCC3)ccc2O[C@H]1CN(C)Cc1ccccc1 | 69 | -5 | -59 | -0.6
C[C@H](CO)N1C[C@H](C)[C@H](CN(C)S(=O)(=O)c2ccc(Cl)cc2)Oc2ccc(NC(=O)CCC(F)(F)F)cc2CC1=O | 91 | 2 | -9 | -0.2
